CHOP inhibitor – CHOP inhibition in unfolded protein response; CHO-K1 CHOP-promoter luciferase, tunicamycin-induced, 15-18 h; inhibition, % at 10 µM; 3.8% of 220,000 active;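 active means compounds that reduced the stress-induced luciferase reporter signal by more than about 70% of percent inhibition, limit read from the data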;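 further: 0% = tunicamycin plus vehicle and 100% = wells without tunicamycin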
Runt-SMMHC FRET – inhibitors of human RUNX1 Runt domain binding to CBFb-SMMHC. Q01196+Q13951. Cerulean-Runt/Venus-CBFb-SMMHC FRET ratio 530/480, 1 h. inhibition, % at 20 µM. 0.74% of 220,000 active. AID 1434;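 active means mean inhibition across duplicate retests at 20 µM reaching about 50%, limit read from the data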;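 further: 0% = DMSO wells and 100% = wells with excess untagged CBFb-SMMHC; inhibitors lower the FRET ratio by blocking Runt binding to CBFb-SMMHC; some results filed as inactive read as strong as hits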
MDM2 E3 inh – blocks human Mdm2 ubiquitin ligase activity. Q00987. 0.11% of 210,000 active. AID 1230. signal enhancement, % at 5 µM. cell-based MDM2 ubiquitination luciferase reporter, 2 h; 0 = plate control, 100 = twice control, blank-subtracted;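 active means signal enhancement of 30% or more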;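 further: luminescence tracks abundance of the self-degrading MDM2-luciferase fusion protein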
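Buffer or medium: Cells held in DMEM | Assay system: Stable mammalian line carrying autodegrading MDM2–luciferase fusion reporter | Quantity: 2000 cells/well | Times: 4 h settle plus 2 h compound, 37 °C | Doses: One concentration, 5 µM, with 0.2% DMSO | Technique: Luminescence with SteadyLite reagent, 15 min at room temperature | Benchmarks: Plate controls and plate blanks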
PPC-1+TRAIL kill – PPC-1 cancer cell killing with TRAIL present; PPC-1 cells + TRAIL, ATPLite viability luminescence; cell killing (% activity), % at 4 µM; 0.41% of 220,000 active; AID 1443;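 active means cell killing above 50% in the first pass at 4 µM, then a duplicate retest at 5 µM averaging 50% or more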;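 further: plate controls were cells with TRAIL plus DMSO for no effect and medium-only wells lacking cells for full effect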
TRPML3 agonist – human mucolipin-3 channel agonism; HEK293 TRPML3-YFP, Fluo-8 calcium fluorescence; 100% = the carbachol control signal; activation, % at 3 µM; 0.29% of 220,000 active;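 active means activation above its plate's cutoff, the mean activation of the plate's test wells plus 3 SD, cut at about 12% in these data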;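 further: 0% = DMSO only wells and 100% = carbachol wells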
Target sequence (Q8TDD5 whole entry, looked up): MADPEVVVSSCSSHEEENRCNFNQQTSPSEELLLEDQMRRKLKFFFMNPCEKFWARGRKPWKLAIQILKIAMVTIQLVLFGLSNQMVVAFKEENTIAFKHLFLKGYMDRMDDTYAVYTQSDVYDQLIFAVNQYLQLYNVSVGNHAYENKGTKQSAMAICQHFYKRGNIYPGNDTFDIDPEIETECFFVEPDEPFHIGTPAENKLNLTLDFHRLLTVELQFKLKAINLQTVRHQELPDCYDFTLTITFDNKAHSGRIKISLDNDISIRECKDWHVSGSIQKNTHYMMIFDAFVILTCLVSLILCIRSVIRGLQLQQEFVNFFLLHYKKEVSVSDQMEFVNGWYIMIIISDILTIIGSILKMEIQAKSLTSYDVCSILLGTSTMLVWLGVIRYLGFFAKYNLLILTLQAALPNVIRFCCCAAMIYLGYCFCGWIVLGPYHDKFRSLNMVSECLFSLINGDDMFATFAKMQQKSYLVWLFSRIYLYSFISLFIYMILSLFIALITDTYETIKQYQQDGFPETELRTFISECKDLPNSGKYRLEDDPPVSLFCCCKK
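Material: TRPML3-YFP stable HEK293 cells | Dosing: One concentration, 3 µM nominal, 0.3% DMSO | Timing: 125 s total fluorescence read per well | Technique: Fluo-8 calcium dye fluorescence, ex 470-495, em 515-575 nm | Measure: Percent activation from peak-to-basal fluorescence ratio, scaled between DMSO and carbachol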
TNF necrop inh – TNF-alpha cell death inhibition in Jurkat FADD-/- cells; Jurkat FADD-/- TNF necroptosis rescue, ATP luminescence, 24 h; 0 = TNF only, 100 = no-TNF cells; activation (protection from cell death), % at 10 µM; 0.068% of 220,000 active;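 active means activation, meaning protection from cell death, of at least 50% relative to plate controls; inactive means activation below 50%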;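 further: necroptosis triggered by 40 ng/mL TNF-alpha added together with compound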
EBV gp42 block – inhibitors of Epstein-Barr virus glycoprotein 42; Fluorescence polarization binding assay, mP read-out; inhibition, % (tested at 21.74 µM); 0.42% of 220,000 active; AID 1085; in the data active means inhibition above about 50%
Target sequence (Q1HVG2 whole entry, looked up): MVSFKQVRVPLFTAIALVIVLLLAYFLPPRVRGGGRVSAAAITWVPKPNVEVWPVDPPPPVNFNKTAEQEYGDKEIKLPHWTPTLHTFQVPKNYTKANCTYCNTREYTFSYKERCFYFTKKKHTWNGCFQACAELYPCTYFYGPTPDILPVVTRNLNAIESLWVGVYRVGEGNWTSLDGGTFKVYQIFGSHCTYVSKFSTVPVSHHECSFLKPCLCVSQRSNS
NCF1 inh – p47phox (human) inhibition | P14598 | 0.53% of 220,000 active | AID 1274 | p47phox/p22phox peptide binding, fluorescence polarization, 2 h | inhibition, % at 24.7 µM;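 active means inhibition above about 30%, limit read from the data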;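 further: 0% = p47phox with labelled peptide and 100% = labelled peptide alone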
zfTRPN1 agonist – agonists of zebrafish TRPN1 channel; HEK293 zebrafish TRPN1-YFP, Fluo-8 calcium fluorescence; 100% = response to 87 µM carbachol; 0.18% of 220,000 active; activation, % at 3 µM; AID 1424;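 active means activation above its plate's cutoff, the mean activation of test wells on that plate plus 3 SD, cut at about 19% in these data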;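 further: 0% = DMSO alone and 100% = 87 µM carbachol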
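Assay system: Zebrafish TRPN1-YFP in HEK293 cells | Incubation: Dye loading 1 h at 37 °C, then 30 min room temperature | Measured by: Kinetic Fluo-8 fluorescence, ex 470-495, em 515-575 nm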
* marks the source's active call; other numbers are inactive results; nt = no result given.

SMILES	CHOP inhibitor	Runt-SMMHC FRET	MDM2 E3 inh	PPC-1+TRAIL kill	TRPML3 agonist	TNF necrop inh	EBV gp42 block	NCF1 inh	zfTRPN1 agonist
COc1ccc(-c2onc(C)c2-c2ccccc2)c(O)c1	64	1	-14	6	0.0	-6.3	-9	-17	-0.7
CS(=O)(=O)N(Cc1ccc(F)cc1)Cc1nc2ccccc2c(=O)[nH]1	12	4	3	3	0.4	-2.8	-12	-21	-0.4
Cc1ccc(SCC2CNc3nc4ccccc4c(=O)n32)c(C)c1 (configuration not stated)	35	2	-11	4	0.1	-1.7	-33	-5	1.1
COc1ccc(C(=O)NC(=S)Nc2ccccc2F)cc1	-26	-3	-8	17	1.3	0.8	0	-6	2.4
Fc1ccc(C(c2nnnn2CCc2ccccc2)N2CCCc3ccccc32)cc1 (configuration not stated)	51	3	-19	8	0.5	0.9	-6	-5	0.5
CCC(=O)N1CCN(c2ccc(Cl)cc2NC(=O)c2cccc([N+](=O)[O-])c2)CC1	23	0	-10	-8	1.1	-1.3	-7	0	-1.6
CC(C)(C)c1ccc(OCCNC(=O)c2ncn[nH]2)cc1	0	1	-2	-3	0.9	-1.2	-13	-22	0.0
CCN(CC)C(=O)c1ccc(NS(=O)(=O)c2ccc(/C=C/C(=O)O)cc2)cc1	-5	0	-20	8	0.8	-0.3	-6	2	2.5
CCOc1ccc(C(=O)c2cc([N+](=O)[O-])ccc2Cl)cc1	82*	-47	-9	-1	-1.8	-4.4	7	0	-2.2
O=C(Nc1ccc(Cl)cn1)c1cccc(S(=O)(=O)N2CCOCC2)c1	14	-6	-7	16	-0.5	0.5	-7	-1	-0.6

Reformatted with values under each structure: part of the list above.
Fields: CHOP inhibitor | Runt-SMMHC FRET | MDM2 E3 inh | PPC-1+TRAIL kill | TRPML3 agonist | TNF necrop inh | EBV gp42 block | NCF1 inh | zfTRPN1 agonist
> COc1ccc(-c2onc(C)c2-c2ccccc2)c(O)c1
    64 | 1 | -14 | 6 | 0.0 | -6.3 | -9 | -17 | -0.7
> CCC(=O)N1CCN(c2ccc(Cl)cc2NC(=O)c2cccc([N+](=O)[O-])c2)CC1
    23 | 0 | -10 | -8 | 1.1 | -1.3 | -7 | 0 | -1.6

Further compounds.
SMILES	CHOP inhibitor	Runt-SMMHC FRET	MDM2 E3 inh	PPC-1+TRAIL kill	TRPML3 agonist	TNF necrop inh	EBV gp42 block	NCF1 inh	zfTRPN1 agonist
O=C(CCNC(=O)c1ccccc1Cl)Nc1nc(-c2ccc(F)cc2)cs1	17	-5	-1	18	0.8	-0.5	-6	-5	0.5
COc1ccc(/C=N/N=C(\N)c2nonc2N)cc1OC	-18	0	22	-3	-0.2	0.3	-8	2	-1.2
CCOC(=O)C1=C(N)N(c2ccccc2)C2=C(C(=O)CCC2)C1c1cccnc1 (configuration not stated)	-51	4	0	-9	0.3	1.1	-7	-6	-1.4
CCOc1cc(/C=N/N2CCOCC2)ccc1OCc1ccc(C(=O)OC)o1	24	-2	11	15	144*	1.2	-1	18	382*
N#Cc1ccccc1CSc1nc(N2CCCCC2)nc(N2CCCCC2)n1	47	2	-20	28	0.3	-1.2	-2	1	1.4
O=C(NNS(=O)(=O)c1ccc(Br)cc1)c1sccc1-n1cccc1	5	1	-23	-23	0.8	-0.1	-3	-11	0.9
CCC(=O)N(CCc1ccccc1)Cc1cc2cc3c(cc2[nH]c1=O)OCO3	-4	-8	4	33	0.6	-0.7	-21	3	-0.1
COc1cc(C(C)=O)ccc1OC(=O)C(C)N1C(=O)c2ccccc2C1=O (configuration not stated)	-1	-4	-7	-19	0.3	0.0	-7	-3	1.4
CCOC(=O)C1=NNC(C(=O)c2ccc(OC)cc2)C1c1ccccc1 (configuration not stated)	-3	3	1	3	-0.7	-0.2	-9	1	-1.1
COc1ccc(C2=NOC(C(=O)Nc3ccc4c(c3)OCO4)C2)cc1OC (configuration not stated)	-8	-1	-6	0	-0.1	1.5	2	0	0.1
CCc1cccc(NC(=O)c2cc(S(=O)(=O)N(C)C)ccc2N2CCCC2)c1	28	3	-8	3	-1.1	1.7	-9	-4	-1.6
COc1ccc(NC(=O)CN(c2ccc([N+](=O)[O-])cc2)S(=O)(=O)c2ccccc2)c(OC)c1	24	1	2	5	-0.3	2.6	-21	-7	-1.4
Cn1cc(CN2CCN(CCc3ccccc3)C(CCO)C2)cn1 (configuration not stated)	22	0	-8	11	0.4	0.4	-5	-4	0.8
COc1cc(NC(=O)Nc2cccc([N+](=O)[O-])c2)cc(OC)c1	10	12	-25	0	7.9	-0.1	-6	-19	11
COc1ccc(-c2nnc(SC(C)C(=O)Nc3c(C)n(C)n(-c4ccccc4)c3=O)o2)cc1 (configuration not stated)	-4	-2	-6	10	0.9	-1.0	-22	7	0.7
Cc1ccc(CSc2nnc(-c3ccco3)o2)cc1	28	-4	-14	13	-1.2	46	-2	-6	-0.9
CC(=Nc1ccc(Br)cc1)c1sc2ccccc2c1O	-17	81	-17	24	3.5	-1.3	20	-3	4.4
CCOc1ccc2[nH]c(=O)c(CN(CC3CCCN3CC)C(=O)NCc3ccccc3)cc2c1 (configuration not stated)	-3	-4	-21	5	0.3	4.4	-15	-5	-0.7
CC(C)OC(=O)CSc1nnc(SCc2cccc3ccccc23)s1	53	-1	-11	-24	0.2	0.7	-5	-10	-2.5
CCOC(=O)NC(=O)CSc1nc2ccc(C)cc2[nH]1	2	2	8	7	-0.1	0.6	-15	4	0.7
CCN1CCN(Cc2ccc(NC(=O)c3ccc(C)c(NC(=O)c4ccc5n[nH]nc5c4)c3)cc2C(F)(F)F)CC1	33	1	13	-2	nt	2.5	-8	-9	nt
ClC(=C\c1ccccc1)/C=N/N1CCN(c2ccccn2)CC1	49	-5	-4	33	0.7	-1.2	-4	-6	0.8
Cc1cccc(Nc2nnc(C)c(=O)n2N)c1	13	1	-5	5	0.7	-2.6	-11	-18	2.4
COc1ccc(NC(=S)N(Cc2ccc(C)cc2)Cc2ccccn2)cc1	29	2	-4	3	-2.2	-0.5	-4	-5	-2.2
CCCCC1CCC(C(=O)OCC(=O)Nc2ccc(S(N)(=O)=O)cc2)CC1 (configuration not stated)	26	-6	2	-14	0.9	1.2	-9	-14	-0.4
CCOc1ccccc1C(=O)N[C@H](C(=O)Nc1ccc(OC)c(S(=O)(=O)N2CCOCC2)c1)C(C)C	17	-6	-6	6	-0.3	-2.0	-15	-6	-3.9
COc1ccc(OC)c2c1C(=O)C(Cl)=C(Cl)C2=O	106*	66*	-9	26	0.3	-31	-39	90*	0.0
O=C1C(=O)N(c2cccc(Cl)c2)C(c2ccccc2[N+](=O)[O-])/C1=C(\O)c1ccccc1 (configuration not stated)	-7	4	6	-2	-0.4	-3.1	-2	-9	-0.9
O=C(CSc1nc2ccccc2c(=O)[nH]1)Nc1ccccc1N1CCOCC1	-13	4	5	15	0.1	-0.8	-15	-8	1.4
COc1ccc2oc(=N)c(-c3nnc4n3CCCCC4)cc2c1	2	4	-4	26	1.2	-1.2	-1	-5	-0.2

Next section:
Short keys – A = CHOP inhibitor; B = Runt-SMMHC FRET; C = MDM2 E3 inh; D = PPC-1+TRAIL kill; E = TRPML3 agonist; F = TNF necrop inh; G = EBV gp42 block; H = NCF1 inh; I = zfTRPN1 agonist
CN1/C(=C\C=C(C#N)C#N)C(C)(C)c2ccccc21
  A: 0; B: 13; C: 1; D: 23; E: 0.4; F: 1.7; G: -62; H: -244; I: 1.6
CCn1c(C)c(CS(=O)(=O)c2ccccc2)[nH]c1=O
  A: -32; B: -11; C: -24; D: 11; E: 0.8; F: 0.5; G: -8; H: 2; I: 2.7
Cc1ccccc1-c1nc(CS(=O)(=O)CC(=O)NCCN2CCOCC2)c(C)o1
  A: 9; B: -4; C: -15; D: -5; E: 0.5; F: 0.3; G: -12; H: 69*; I: -1.2
COc1cc(-c2nnc(-c3ccccc3)o2)cc(OC)c1OC
  A: -10; B: -3; C: 1; D: 4; E: 0.1; F: -3.4; G: 4; H: 32*; I: 0.7
CC(=O)c1ccc(NC(=O)c2cccs2)cc1
  A: -6; B: -5; C: -13; D: 30; E: 0.5; F: -1.8; G: -23; H: 8; I: -1.1
O=C(NCCc1ccccc1)/C(=N\O)c1ccccc1
  A: -30; B: 4; C: -3; D: 0; E: 0.3; F: 4.7; G: 7; H: 7; I: -0.3
Cc1cc(-c2onc(C)c2C(=O)Oc2ccc(Cl)cc2)no1
  A: 30; B: -1; C: -17; D: -14; E: -1.4; F: 1.5; G: 0; H: -4; I: -1.8

Structural class, the entries above with an aryl thioether with sulfur outside any ring (seven)
Short keys – A = CHOP inhibitor; B = Runt-SMMHC FRET; C = MDM2 E3 inh; D = PPC-1+TRAIL kill; E = TRPML3 agonist; F = TNF necrop inh; G = EBV gp42 block; H = NCF1 inh; I = zfTRPN1 agonist
Cc1ccc(SCC2CNc3nc4ccccc4c(=O)n32)c(C)c1 (configuration not stated)
  A: 35; B: 2; C: -11; D: 4; E: 0.1; F: -1.7; G: -33; H: -5; I: 1.1
N#Cc1ccccc1CSc1nc(N2CCCCC2)nc(N2CCCCC2)n1
  A: 47; B: 2; C: -20; D: 28; E: 0.3; F: -1.2; G: -2; H: 1; I: 1.4
COc1ccc(-c2nnc(SC(C)C(=O)Nc3c(C)n(C)n(-c4ccccc4)c3=O)o2)cc1 (configuration not stated)
  A: -4; B: -2; C: -6; D: 10; E: 0.9; F: -1.0; G: -22; H: 7; I: 0.7
Cc1ccc(CSc2nnc(-c3ccco3)o2)cc1
  A: 28; B: -4; C: -14; D: 13; E: -1.2; F: 46; G: -2; H: -6; I: -0.9
CC(C)OC(=O)CSc1nnc(SCc2cccc3ccccc23)s1
  A: 53; B: -1; C: -11; D: -24; E: 0.2; F: 0.7; G: -5; H: -10; I: -2.5
CCOC(=O)NC(=O)CSc1nc2ccc(C)cc2[nH]1
  A: 2; B: 2; C: 8; D: 7; E: -0.1; F: 0.6; G: -15; H: 4; I: 0.7
O=C(CSc1nc2ccccc2c(=O)[nH]1)Nc1ccccc1N1CCOCC1
  A: -13; B: 4; C: 5; D: 15; E: 0.1; F: -0.8; G: -15; H: -8; I: 1.4

An unsorted share of the library; about 5.9% have a hit in one of these screens.
